PLK1 PBD block: blocks phosphopeptide binding to human PLK1 polo-box domain; P53350; Potency, µM, inactives show max response, negative = inhibition, actives largely listed as inhibitors; actives 2.8% (n = 360,000); Plk1 PBD binding of FITC phosphopeptide, fluorescence polarization; AID 720504; note: potency is the fitted concentration of half-maximal effect; series mostly up to about 57 µM; % is set by controls: 0 for no effect and ±100 for the full control effect; nearly all actives have a fitted effect of over 65% in size
HEK293 tox: cytotoxicity in counter-screen for GLP-1R inverse agonists; AID 624418; HEK293 cAMP-luciferase reporter cells, luminescence, 24 h; actives 0.13% (n = 410,000); Potency, µM (titrated, usually from 38.3 µM), without a hit: at the top dose activity change, negative = inhibition, usual class: inhibitors;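 note: loss of luciferase light is scored as toxicity; potency is the fitted concentration of half-maximal effect; % is set by controls: 0 for no effect and ±100 for the full control effect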
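Quantitative HTS format, 1536 wells, 200 cells/uL seeded. Compounds: 23 nL, 24 h, 37 °C. Detection: luciferase reagent, luminescence at 12 min RT; decreased signal taken as cytotoxic.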
GLP-1R inv ag: acts as inverse agonist at human GLP-1 receptor; P43220; HEK293 GLP-1R CRE-luciferase, luminescence, 24 h; GLP-1R form is constitutively active; Potency, µM (doses to about 38.3 µM), for inactives: at the highest dose activity change, negative = inhibition, usual class: inhibitors; actives 1.6% (n = 410,000); note: potency is the fitted concentration of half-maximal effect; % is set by controls: 0 for no effect and ±100 for the full control effect; nearly all actives have a fitted effect of over 55% in size
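Using stably transfected HEK293 (constitutively active GLP-1R, cAMP-luciferase reporter), compounds were incubated 24 hr and luciferase measured by luminescence.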
IL-2 act: IL-2 activation | activation, % (series mostly up to about 46 µM) | actives 0.065% (n = 360,000) | IL-2 activation reporter assay, cell-based qHTS; stimulated with anti-CD3/CD4/CD28 beads; in transgenic mouse T cells; in the data active = activation above about 50%; inconclusive = mostly about 30% to 49%; note: 0% is about no effect
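Unstimulated transgenic mouse T cells; 60-min compound exposure; bead-based TCR/CD4/CD28 stimulation; 18 h culture, 37 degrees C; dual fluorescence (EGFP, DsRed) plate cytometry.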
PI5P4Ka inh: blocks human PI5P4K alpha kinase activity | P48426 | PI5P4Kalpha enzyme, ADP-Glo luminescence, 60 min; stronger effect = lower value | actives 1.2% (n = 330,000) | max response, %; active = max response of -50% or lower; inconclusive = between -30% and -50%; inactive = -30% or higher; note: value at the top dose of about 77 µM; % is set by controls: 0 for no effect and ±100 for the full control effect
Target sequence (P48426 whole entry, looked up): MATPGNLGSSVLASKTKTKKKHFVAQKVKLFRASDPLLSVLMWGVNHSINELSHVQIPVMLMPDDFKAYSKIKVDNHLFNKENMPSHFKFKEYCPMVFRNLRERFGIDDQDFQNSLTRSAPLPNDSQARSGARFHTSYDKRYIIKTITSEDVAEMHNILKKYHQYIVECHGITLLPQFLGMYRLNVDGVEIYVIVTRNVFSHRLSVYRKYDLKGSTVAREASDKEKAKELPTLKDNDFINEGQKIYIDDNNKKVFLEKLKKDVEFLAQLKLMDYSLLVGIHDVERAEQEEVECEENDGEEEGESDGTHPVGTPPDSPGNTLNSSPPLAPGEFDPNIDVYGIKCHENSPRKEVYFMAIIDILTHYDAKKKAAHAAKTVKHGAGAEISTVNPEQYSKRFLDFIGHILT
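Human PI5P4Kalpha with substrate in 0.038 M HEPES pH 7.4, 0.28 mM EGTA, 0.1% CHAPS, 5% DMSO; reaction started with 5 microM ATP (final), 60 min at room temperature. ADP formed read by ADP-Glo luminescence.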
GLP1R ag: GLP-1 receptor (human) agonism | Potency, µM (series often up to 45.6 µM), without a hit: top-dose activation, actives largely listed as activators | actives 0.007% (n = 380,000) | AID 624172 | P43220 | HEK293 GLP-1R CRE-luciferase, luminescence, 4-6 h; cells express a hypersensitive GLP-1R form; note: potency is the fitted concentration of half-maximal effect; % of control where 0% means no effect
PTHR1 ag: PTHR1 (human) receptor agonism | HEK293 GP2 PTHR1 cells, GloSensor cAMP luminescence, 1 h | Potency, µM (top dose mostly 115 µM), for inactives: at the top dose activation, most hits filed as activators | actives 0.075% (n = 410,000) | AID 743266 | Q03431; note: potency is the fitted concentration of half-maximal effect; nearly all actives have a fitted effect of over 55% in size; some results filed as inactive show a strong effect at the top dose; inactives centre near -15; many of its hits are not listed in these tables
Target sequence (Q03431 whole entry, looked up): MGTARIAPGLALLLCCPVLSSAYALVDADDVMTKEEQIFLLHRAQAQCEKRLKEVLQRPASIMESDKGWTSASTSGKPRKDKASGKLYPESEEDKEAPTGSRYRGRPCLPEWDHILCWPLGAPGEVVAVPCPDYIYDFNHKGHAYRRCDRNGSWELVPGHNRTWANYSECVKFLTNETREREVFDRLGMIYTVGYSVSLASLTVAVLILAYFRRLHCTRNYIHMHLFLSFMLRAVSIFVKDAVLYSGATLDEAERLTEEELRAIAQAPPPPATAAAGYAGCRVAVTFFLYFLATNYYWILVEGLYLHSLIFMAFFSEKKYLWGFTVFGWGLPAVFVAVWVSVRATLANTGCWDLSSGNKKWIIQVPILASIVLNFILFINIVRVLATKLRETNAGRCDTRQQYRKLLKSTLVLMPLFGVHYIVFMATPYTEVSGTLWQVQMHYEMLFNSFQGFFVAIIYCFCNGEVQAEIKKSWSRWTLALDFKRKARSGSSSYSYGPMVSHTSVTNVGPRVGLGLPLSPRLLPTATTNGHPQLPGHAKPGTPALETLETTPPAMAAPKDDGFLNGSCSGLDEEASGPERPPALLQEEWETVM
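HEK-293-derived GP2 cells expressing PTHR1 and a GloSensor cAMP reporter, 3,000/well, plated overnight, given luciferin plus IBMX (each 0.5 mM as added) for 1 h at 37 °C, then compound for 1 h at 37 °C. Luminescence was read after 15 min at room temperature.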
EPAC1 antag: EPAC1 (human) antagonism; Potency, µM (highest dose often 115 µM), inactives show at the top dose activity change, negative = inhibition, actives largely listed as inhibitors; actives 0.14% (n = 360,000); O95398; EPAC1 GEF assay, Rap1b-BODIPY-GDP exchange fluorescence; AID 720709;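 note: potency is the fitted concentration of half-maximal effect; plate controls were vehicle for no effect and positive control for full effect; nearly all actives have a fitted effect of over 50% in size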
EPAC1 agonist: EPAC1 (human) agonism. actives 0.073% (n = 360,000). EPAC1 agonist qHTS, biochemical assay; response scale: 100% = response to 6.5 mM cAMP. Potency, µM (top dose mostly 154 µM), for inactives: at the highest dose activation, most hits filed as activators. O95398; note: potency is the fitted concentration of half-maximal effect; nearly all actives have a fitted effect of over 60% in size
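Multi-concentration qHTS readout: loss of Rap1B-bound BODIPY-GDP fluorescence driven by 100 nM EPAC1 with excess GDP (50 uM), monitored kinetically at room temperature; agonist response expressed relative to 6.5 mM cAMP.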
An asterisk follows results filed as active; i = inactive; u = inconclusive; x = no result given; [ ] = remark or other dose. Unless noted, calls come from the whole dose curve; as a rule, active = well fitted curve in the direction sought with a large enough effect; inconclusive = small, poorly fitted or top-dose-only effect, or another doubt; inactive = no such curve, though single readings can be large; an effect the other way counts as inactive or inconclusive.

SMILES	PLK1 PBD block	HEK293 tox	GLP-1R inv ag	IL-2 act	PI5P4Ka inh	GLP1R ag	PTHR1 ag	EPAC1 antag	EPAC1 agonist
CC(C)(C)[C@@H]1COC(=O)[C@@H](Cc2ccc(F)cc2)C/C=C\C[C@H](CC(=O)N(CCO)Cc2ccccc2)C(=O)N1	-10%	-9%	u	0.9	-5	1%	-16%	u	-15%
O=C(Nc1ccc(S(=O)(=O)N2CCCC2)cc1)c1cccnc1Cl	-5%	-3%	9%	-1.0	-7	-5%	-18%	4%	3%
Cc1nc(SCC(=O)NNC(=O)c2ccc(F)cc2)c2ccccc2n1	-15%	0%	-21%	0.0	2	-7%	-22%	2%	3%
CCCCNC(=O)CSc1nc2nc(C)c(Cc3c(F)cccc3Cl)c(C)n2n1	x	-11%	16%	x	x	0%	-20%	x	x
Cc1ccsc1-c1nc(CSCC(=O)NCCN2CCCC2)c(C)o1	-10%	7%	3%	-1.0	-2	-6%	-4%	11%	9%
COc1ccc(-c2ccc(SCC(=O)Nc3cc(C)on3)nn2)cc1OC	-4%	5%	117%[activator]	-1.3	x	22%	i	0%	2%
C=CCNC(=O)N[C@@H](Cc1ccccc1)C(=O)OC	1%	1%	3%	1.4	-3	7%	i	6%	-1%
C[C@@]12CCC=C[C@H]1[C@H](c1ccc(/C=C/c3ccccc3)cc1F)N(Cc1ccccc1)C2=O	-13%	21%	7.9µM*	-0.3	7	3%	-19%	-15%	15%
COc1ccccc1N1CC(C(=O)NC2CCCCCC2)CC1=O (stereo not drawn)	0%	2%	25%	-0.5	-1	15%	-5%	2%	6%
NC(=NCc1ccccc1)C(N=Nc1ccccc1)C(=O)NCc1ccccc1 (stereo not drawn)	-15%	-13%	u	-0.8	2	10%	i	0%	11%
CCOc1ccccc1Oc1nc(-c2ccccc2O)nc2ccccc12	1%	-1%	-2%	12	30	-5%	-16%	16%	10%
COc1ccc(C2c3c(oc4ccccc4c3=O)C(=O)N2c2ccc(C)cn2)cc1OC (stereo not drawn)	-5%	4%	-3%	-2.5	-9	-3%	-44%[inhibitor]	-5%	-7%
Cc1ccc(S(=O)(=O)NCC(=O)N(CC2CCCO2)C(C(=O)NCC2CCCO2)C(C)C)cc1 (stereo not drawn)	4%	-9%	-4%	-4.0	-1	-1%	-6%	-28%	-9%
CC1(C)OC(=O)C2=C(C[C@@H](CCC(F)(F)F)O[C@H]2c2ccc(F)cc2)O1	-3%	1%	-4%	0.1	-2	19%	i	-11%	0%
Cc1cc(C)c(C#N)c(SCc2ccc3c(c2)OCO3)n1	-2%	5%	u	-0.8	3	29%	-13%	-1%	10%

3 compounds picked at random from the list so far, as already listed:
SMILES	PLK1 PBD block	HEK293 tox	GLP-1R inv ag	IL-2 act	PI5P4Ka inh	GLP1R ag	PTHR1 ag	EPAC1 antag	EPAC1 agonist
C=CCNC(=O)N[C@@H](Cc1ccccc1)C(=O)OC	1%	1%	3%	1.4	-3	7%	i	6%	-1%
CC(C)(C)[C@@H]1COC(=O)[C@@H](Cc2ccc(F)cc2)C/C=C\C[C@H](CC(=O)N(CCO)Cc2ccccc2)C(=O)N1	-10%	-9%	u	0.9	-5	1%	-16%	u	-15%
Cc1ccsc1-c1nc(CSCC(=O)NCCN2CCCC2)c(C)o1	-10%	7%	3%	-1.0	-2	-6%	-4%	11%	9%

(more compounds)
SMILES	PLK1 PBD block	HEK293 tox	GLP-1R inv ag	IL-2 act	PI5P4Ka inh	GLP1R ag	PTHR1 ag	EPAC1 antag	EPAC1 agonist
N#Cc1ccccc1NC(=O)Nc1ccc(Cl)cc1	3%	-10%	5%	-0.2	8	-2%	i	-18%	1%
CN1CCN(S(=O)(=O)c2cccc(C(=O)O)c2)CC1	-4%	3%	8%	-0.5	1	-2%	-8%	-4%	0%
COc1ccc(S(=O)(=O)N2CCCCCC2)cc1C(=O)N(C)Cc1c(F)cccc1Cl	-6%	-3%	u	2.5	2	14%	-35%	-8%	-3%
CCCCCNC(=O)C1CC=CCC1C(=O)O (stereo not drawn)	-8%	4%	6%	-2.1	9	-10%	i	-22%	12%
CC(=O)c1ccc(OCc2cc(C(=O)N(C)Cc3ccccn3)no2)cc1	-18%	4%	10%	-1.6	2	-9%	-21%	5%	14%
O=Cc1sc([O-])nc1-[n+]1ccc2ccccc2c1	u	9%	10%	-0.1	-4	-16%	i	-12%	-4%
CC(=O)N1CCc2c(sc(NC(=O)CCS(=O)(=O)c3ccc(C)cc3)c2C(N)=O)C1	-12%	4%	20%	0.5	-5	3%	i	-2%	6%
O=C(Cn1c(=S)nc2ccccn21)N1CCc2ccccc2C1	-20%	-12%	29%	-0.4	-1	-11%	-11%[57.5 µM]	6%	-2%
O=C(CCc1ccccc1)Nc1ccc(S(=O)(=O)Nc2nccs2)cc1	-29%	0%	5%	-1.7	-22	0%	i	-25%	13%
O=C1OC(N2C(=O)CC[C@H]2C(=O)Nc2ccc(F)c(F)c2)c2ccccc21 (stereo partly drawn)	0%	2%	6%	0.2	1	4%	i	13%	-18%
Cc1cc(C)c(S(=O)(=O)N2CCOC2CNC(=O)C(=O)NCCc2ccc(S(N)(=O)=O)cc2)c(C)c1 (stereo not drawn)	-18%	13%	-12%	-1.1	-25	-1%	-5%	-20%	2%
Cc1ccc(C)c(Cn2nnc3c(=O)[nH]c(C(=O)NCC4CCCO4)nc32)c1 (stereo not drawn)	-9%	-2%	-1%	-3.0	x	-10%	i	19%	4%
CC(C)c1cccc(-c2ccc3c(c2)S(=O)(=O)c2cccc(C(=O)O)c2C3=O)c1	u	-16%	-3%	0.3	11	-2%	-22%	-12%	5%
CCNC(=O)CC1C(=O)N(c2ccc(F)cc2)C(=O)N1Cc1cccs1 (stereo not drawn)	-1%	-1%	4%	-0.7	2	6%	i	0%	-6%
COC(=O)Cc1ccc(OC(=O)CCS(=O)(=O)c2ccc(Cl)cc2)cc1	-28%	11%	-2%	-0.6	5	-25%	i	7%	8%
CCCNCc1cc(OC)c(OCc2ccccc2)cc1Br	-4%	-6%	u	1.6	-3	22%	-3%	-5%	2%
CSc1nnc(-c2ccc(S(=O)(=O)N3CCCC3)cc2)n1C	-1%	-10%	0%	-2.5	x	-6%	0%[57.5 µM]	15%	-15%
COc1ccccc1Nc1nc(N)nc(CN2CCCCC2)n1	-10%	-10%[0.307 µM]	-8%[0.307 µM]	1.0	5	-14%	i	4%	6%
Cc1ccc(NC(=O)CSCC(=O)N2CCCc3ccccc32)cc1	1%	4%	u	5.2	2	15%	-18%	-9%	-4%
CCC(C)Sc1cccc(-c2nc3ccc(Cl)cn3c2NCc2ccccc2)c1 (stereo not drawn)	-15%	-15%	u	-0.4	4	8%	2%	-21%	-6%
CN(C)C(CNC(=O)c1ccc(NS(=O)(=O)c2ccc3[nH]c(=O)[nH]c3c2)cc1)c1ccccc1 (stereo not drawn)	-3%	-12%	2%	0.0	2	1%	-4%	6%	4%
COc1ccc(CNC2CCCC2)c(OC)c1OC	-4%	5%	1%	0.9	-4	5%	i	-2%	-8%
CCOc1ccc(CC(=O)N/N=C(\C)c2cccnc2)cc1OCC	-12%	-7%	1%	-0.2	7	4%	7%	u	-6%
CC1=CC(C)(C)N2C(=O)C3(C(C#N)=C(N)Oc4cc(O)ccc43)c3c(C)c(C)cc1c32 (stereo not drawn)	-7%	-27%	u	-2.7	x	-17%	i	-7%	19%
CC(C)[C@H](NC(=O)Nc1ccccc1F)C(=O)O	-7%	9%	-12%	1.4	-2	-6%	-16%[57.5 µM]	9%	7%
O=C(NC1CCCCC1)N(CCO)Cc1cc2cc3c(cc2[nH]c1=O)OCCO3	4%	-6%	0%	-1.9	0	6%	i	4%	0%
COc1ccccc1NC(=O)c1sc(Cl)nc1C	1%	-1%	21%	0.1	-1	-1%	i	6%	-7%
CCOc1ccc(NC(=O)CN2CC(c3ccccc3)CC2=O)cc1 (stereo not drawn)	6%	1%	-19%	-3.2	-1	6%	-24%	-7%	-2%
CC1(c2ccccc2)NC(=O)N(CC(=O)N(c2ccccc2)C2CCS(=O)(=O)C2)C1=O (stereo not drawn)	1%	-4%	14%	0.8	-4	-1%	-10%	-2%	8%
CC(=O)Nc1ccc(/C(C)=N/NC(=O)C2CC2c2ccccc2)cc1 (stereo not drawn)	-2%	5%	15%	-4.8	3	2%	i	-19%	9%
Cc1ccccc1OCc1nc(-c2ccc(NC(=O)c3cccs3)cc2)no1	-5%	u	u	-0.1	4	3%	-81%[inhibitor]	0%	2%
Cc1cc(C(=O)N2CCN(c3ccc([N+](=O)[O-])cc3)CC2)no1	-10%	0%	18%	0.3	0	1%	i	u	-3%
CCN1C[C@@H]2[C@@H]3C(=O)N(C)C(=O)[C@@H]3[C@](Cc3ccccc3)(C1=O)N2C(=O)c1ccc(Cl)c(Cl)c1	-11%	8%	6%	-0.3	1	-4%	i	1%	2%
Cc1nc2c(-c3ccccc3)c(C)nn2c(C)c1CCC(=O)NCc1ccccc1	x	-5%	-12%	x	x	-1%	-13%	x	x
CSc1cccc(NC(=O)COC(=O)C2(c3ccccc3)CC2)c1	-2%	-15%	u	-3.7	19	19%	-9%	-8%	10%
CCCSc1nc2cc(S(=O)(=O)N3CCOCC3)ccc2n1CC	-2%	-10%	4%	-1.7	5	7%	i	4%	-2%
COCCC1CCCCN1C(=O)c1cc(COc2ccc(C)nc2)on1 (stereo not drawn)	1%	10%	-1%	-1.7	7	4%	-24%	12%	6%
COc1nc(N2CCCCCC2)nc(N2CCCCCC2)n1	-2%	-4%	u	-2.4	x	8%	i	4%	9%
O=C(CNC(=O)c1ccc(Br)o1)Nc1ncccc1O	-9%	-1%	1%	2.8	-16	0%	8%	-13%	12%
O=C1CNC(=S)N1CCCc1ccccc1	-1%	-4%	2%	1.1	-4	1%	-22%	13%	-1%
O=C1NC(=O)/C(=C\c2ccc(Br)o2)S1	-22%	-1%	-16%	-1.5	u	-2%	-26%	-17%	3%
COC(=O)c1cc(S(=O)(=O)NCC(C)c2ccccc2)c[nH]1 (stereo not drawn)	9%	2%	-3%	1.8	-1	-2%	-30%[inhibitor]	7%	-1%

An excerpt; rates above refer to the full screens.
